Pf Dd2 growth: qHTS Primary assay for Inhibitors of Plasmodium falciparum Dd2 growth in vitro; P. falciparum Dd2 growth, SYBR Green, 72 h; Potency, µM (series often up to 28.9 µM), for the others: at the highest dose activity, negative = inhibition, hits mostly inhibitors; 4.3% of 120,000 active; AID 1347417, 2020; active = well fitted inhibition curve with a large enough effect; inconclusive = small, poorly fitted or top-dose-only effect; inactive = no such curve, though single readings can be large or run the other way;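 note: plate controls were DMSO vehicle for no effect and reference drug for full effect; nearly all actives have a fitted effect of over 65% in size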
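Infected erythrocytes (Dd2, 0.3% parasitemia, 2.5% hematocrit final) are added to compound in RPMI-1640/Albumax II medium, grown 72 h at 37C in low oxygen, then lysed with saponin/Triton-X containing SYBR Green and read by fluorescence.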
An asterisk follows results filed as active; i = inactive; ? = inconclusive; [ ] = dose if it differs, or a comment. Potency is the fitted concentration of half-maximal effect.

nr | Compound | Pf Dd2 growth
1 | Cc1cnc(CC2CCN(C(=O)NC(C)(C)C)CC2)n1Cc1ccc(F)cc1 | i
2 | CCc1ccc(Sc2cc(C(=O)NCCCOC(C)C)c3ccccc3n2)cc1 | -12.5%
3 | CCCn1c(C)cnc1C1CCN(S(=O)(=O)c2ccc3c(c2)CCC3)C1 (stereo not drawn) | ?
4 | CCCN1CCNc2cc(Nc3ccccc3)ncc2C1 | 8.91µM*
5 | CC1(C(=O)NCc2ccccc2)CN(Cc2ccccc2)Cc2ccc(N3CCOCC3)nc21 (stereo not drawn) | ?
6 | CS(=O)(=O)NCCC(=O)N1CC[C@@H]2[C@@H](CCC(=O)N2CCN)C1 | -8.1%
7 | CN(C)C(=O)CN1C(=O)CO[C@H](c2ccc(NC(=O)c3ccc(F)c(Cl)c3)cc2)[C@H]1CO | -15.3%
8 | COC(=O)c1ccc(NC(=O)CC2Nc3cc(C)c(C)cc3NC2=O)cc1 (stereo not drawn) | 3.98µM*
9 | COc1cc(OC)cc(C(=O)N2CCC(c3n[nH]c(=O)n3-c3ccccc3)CC2)c1 | ?
10 | Cc1cc(=O)n(CC(=O)NC(C)CCc2ccccc2)c(N2CCOCC2)n1 (stereo not drawn) | i
11 | O=C(NC1CCN(c2cc(-c3ccc(F)cc3)[nH]n2)C1)c1ccc(Br)cc1 (stereo not drawn) | i
12 | CCC(=O)N1CCN(c2nc3c(s2)CC(C(=O)Nc2ccc(C(C)C)cc2)CC3)CC1 (stereo not drawn) | -22.9%
13 | COc1ccc(CN2CCOc3ccc(C(=O)NCc4ccccc4F)cc3C2)c(OC)c1 | ?
14 | Cc1ccc2c(c1)nc1n2[C@@H](CNC2CCN(C)CC2)COC1 | i
15 | Cc1ccc2c(n1)N(C)[C@H](CO)CCN(Cc1ccccc1Cl)C2 | -25.4%[44.1 µM]
16 | CCN(CC)Cc1cnc2c(C(=O)NC(C)c3ccc(O)cc3)cnn2c1 (stereo not drawn) | -12.2%
17 | CCOc1ccc(N(CC)C(=O)c2cc3c(=O)oc4ccccc4c3s2)cc1 | 18.9%
18 | O=C(NCCc1ccccn1)C1c2ccccc2C(=O)N(Cc2ccccc2)C12CCCC2 (stereo not drawn) | ?
19 | Cn1nccc1C(O)c1cc2n(n1)CCN(Cc1nc(C3CC3)no1)C2 (stereo not drawn) | 3.6%
20 | CN(C)c1cccc(C(=O)N2CCC3(CC2)N=C(c2cccc(Br)c2)NO3)c1 | i
21 | COc1ccc(CN2C=C(C(=O)OCc3noc(-c4ccc(OC)cc4)n3)C(C)=NS2(=O)=O)cc1 | ?
22 | O=C(NC1CC1)C1CCN(C2CCN(C(=O)c3c(O)cccc3O)CC2)CC1 | -10.6%
23 | CCOC(=O)c1ccc(CN(Cc2ccc(Cl)cc2Cl)S(=O)(=O)c2ccc(F)c(C)c2)cc1 | i
24 | O=C1OC2(CN1CC1CCOCC1)CN(c1ccccc1-c1ccccc1)C2 | -25.5%[44.1 µM]
25 | O=C(Nc1ccc(Cl)cc1)c1cc2c(Cl)nc3ccccc3c2s1 | ?

Excerpt, entries 1 to 4
nr | Compound | Pf Dd2 growth
1 | Cc1cnc(CC2CCN(C(=O)NC(C)(C)C)CC2)n1Cc1ccc(F)cc1 | i
2 | CCc1ccc(Sc2cc(C(=O)NCCCOC(C)C)c3ccccc3n2)cc1 | -12.5%
3 | CCCn1c(C)cnc1C1CCN(S(=O)(=O)c2ccc3c(c2)CCC3)C1 (stereo not drawn) | ?
4 | CCCN1CCNc2cc(Nc3ccccc3)ncc2C1 | 8.91µM*

Two entries from above, field by field.
15. Cc1ccc2c(n1)N(C)[C@H](CO)CCN(Cc1ccccc1Cl)C2
  Pf Dd2 growth: -25.4%[44.1 µM]

22. O=C(NC1CC1)C1CCN(C2CCN(C(=O)c3c(O)cccc3O)CC2)CC1
  Pf Dd2 growth: -10.6%

(further entries)
nr | Compound | Pf Dd2 growth
26 | CN(C)c1ccc(C(=O)NC2CCCN(c3cc(-c4ccc(F)cc4)[nH]n3)C2)cc1 (stereo not drawn) | i
27 | CC(C)CC(=O)Nc1ccc(C(=O)OCc2cc(=O)n3nc(C4CCCCC4)sc3n2)cc1 | 4.6%
28 | CN1C(=O)c2cccn2CC1CNC(=O)CCc1nc2ccccc2s1 (stereo not drawn) | -15.8%
29 | CCc1ccc(NC(=O)N2CC3CC(C2)[C@H]2CCCC(=O)N2C3)cc1 (stereo partly drawn) | 3.3%
30 | CCC(=O)N1CCN(c2nc3c(s2)CC(C(=O)Nc2ccc(OC)c(F)c2)CC3)CC1 (stereo not drawn) | -28.9%
31 | Cc1ccc(NC(=O)N2CCC(CCNC(=O)C3CC3)CC2)cc1 | i
32 | CN1C(=O)COC[C@@H]1[C@H](O)c1ccc(NC(=O)Nc2ccccc2)cc1 | -16.7%[44.1 µM]
33 | O=C(N[C@@H]1CCOC[C@H]1OCc1cscn1)c1ccccc1-n1cccn1 | -22.1%
34 | Brc1ccc(-c2csc(-c3nc(-c4ccc(Br)s4)cs3)n2)cc1 | 4.7%
35 | Cc1ccc(C(=O)N2CCC[C@H](n3c(=O)n(Cc4ccccc4)c4cccnc43)C2)cn1 | ?
36 | O=C1NCCOCCN(S(=O)(=O)c2ccc3c(c2)CCC3)[C@H]2CCC[C@@H]12 | ?
37 | Cc1ccsc1CN1CCCC(c2nc(CCOCC3CCOCC3)no2)C1 (stereo not drawn) | ?
38 | O=C(Cn1c(=O)n(CCCS(=O)(=O)C2CCCCC2)c(=O)c2ccccc21)Nc1ccccc1C(F)(F)F | -6.1%
39 | Cn1ncc(N2CCCC(CC(=O)NCC3CC3)C2)cc1=O (stereo not drawn) | 2.0%
40 | COc1ccc(OC)c(-n2nnc3c(sc4nc(C)c(Br)c(C)c43)c2=O)c1 | 53.2%[activator]
41 | CCOCCCn1c(=N)c(S(=O)(=O)c2ccc(Cl)cc2)cc2c(=O)n3cccc(C)c3nc21 | -7.5%
42 | COc1ccc(C(=O)Nc2ccc(-c3noc([C@@H]4CCCN4Cc4ccc(Cl)cc4)n3)cn2)cc1 | 11.2µM*
43 | COc1ccc(-n2c(SC)nc3sc4c(c3c2=O)CCN(C(C)=O)C4)cc1 | -25.2%
44 | O=C1COCC2(CN(Cc3ccsc3)C2)CN1Cc1cccc(OC(F)(F)F)c1 | ?
45 | COC[C@H]1C[C@@H](NCc2ccc(C)o2)[C@H](O)[C@@H]1O | -8.9%[44.1 µM]
46 | CCC1Oc2ccc(Cl)cc2N(CC(=O)NCCc2ccc(Cl)cc2)C1=O (stereo not drawn) | 3.2%
47 | Cc1cc(F)ccc1NC(=O)CS(=O)(=O)c1cccc2nsnc12 | 6.7%
48 | Cc1nccc(-c2ccccc2)c1C(=O)N[C@H]1C[C@@H]2OCC[C@H]12 | -4.9%
49 | Cc1cccnc1C(=O)N1C[C@@H](COc2ccccc2)[C@H](C(N)=O)C1 | 31.2%
50 | O=C(c1c(OCC2CC2)cc(=O)n2c1CCCCC2)N1CCOCC1 | 62.0%[activator]

(further entries)
nr | Compound | Pf Dd2 growth
51 | O=c1c2c(CO)c(-c3ccc(F)cc3)nn2ccn1Cc1cccc(C(F)(F)F)c1 | -15.2%
52 | COc1ccc(CN2CCNC(=O)C2CC(=O)N(C)Cc2cccnc2)c(F)c1 (stereo not drawn) | -3.8%
53 | C[C@@H](NC(=O)c1ccc2c(c1)OCO2)c1onc(-c2cccnc2)c1C(=O)O | -11.9%[44.1 µM]
54 | CC(C)OCCCn1c(=O)c2ccccc2n2c(-c3ccccc3)nnc12 | i
55 | Cc1ccc(CNC(=O)N2CCn3nnc(CCC(=O)NC4CC4)c3C2)cc1 | -6.6%
56 | COCCOc1cc(-c2noc([C@@H]3CCCN3CC3CC3)n2)ccn1 | ?
57 | Cc1cc(NC(=O)C2CCN(C(=O)c3ncn4c3COC(c3ccc(F)cc3)C4)CC2)ccc1F (stereo not drawn) | i
58 | CCCC1CN(C(=O)OC(C)(C)C)C(C)CN1 (stereo not drawn) | -26.7%[44.1 µM]
59 | CN(C)CC(=O)Nc1ccc2n(c1=O)C[C@H]1C[C@@H]2CN(C(=O)c2ccc3ccccc3c2)C1 | ?
60 | Cc1ccc(Cl)cc1NC(=O)C1CCCN(S(=O)(=O)c2c(C)noc2/C=C/N(C)C)C1 (stereo not drawn) | -22.0%
61 | O=C1NCCCc2[nH]c(-c3ccccc3-n3cccn3)nc21 | 14.4%
62 | CC1CCN(Cc2ccccc2OCC(O)CN2CCSCC2)CC1 (stereo not drawn) | 4.47µM*
63 | Oc1c(C(c2ccccc2)N2CCC3(CC2)OCCO3)sc2nc(-c3ccco3)nn12 (stereo not drawn) | 14.7%
64 | Cc1cc2n(n1)CCCN2C(=O)Nc1ccccc1F | 0.9%
65 | Cc1ccc(NC(=O)CN2C(=O)c3cccnc3Sc3ccccc32)cc1C | ?
66 | O=C(c1c[nH]c(=O)c2ccccc12)N1C[C@H](CO)C[C@H](CN2CCCC2)C1 | 16.5%
67 | Cc1cc2c(cc1S(=O)(=O)CCC(=O)N1CCCC(C)C1)OCC(=O)N2 (stereo not drawn) | 24.5%
68 | O=C(c1cnc2c(O)cccn2c1=O)N1CCC2(CC1)OCCCC2O (stereo not drawn) | -12.7%
69 | COc1ccccc1C(=O)N1CCC2(CCC(=O)N(Cc3ccccc3)CC2)CC1 | ?
70 | CCC(C)NC(=O)CN1C(=O)COc2ccc(S(=O)(=O)N3CCOCC3)cc21 (stereo not drawn) | i
71 | CC(=O)N[C@H]1C[C@@H](c2cnc3ccccc3c2)O[C@@H](C2CCCCC2)C1 | ?
72 | Cc1ccccc1S(=O)(=O)Cc1ccc(C(=O)N2CCN(c3cccc(Cl)c3)CC2)o1 | -29.8%
73 | CC1(c2ccccc2)CCCN(C(=O)c2cnc(-c3cccnc3)nc2)C1 (stereo not drawn) | ?
74 | O=C(CC1N=C2c3ccccc3N=C(SCC(=O)Nc3ccc(F)cc3)N2C1=O)NCc1ccco1 (stereo not drawn) | i
75 | O=C(COc1ccc(F)cc1)N1CCCC(Cc2noc(-c3ccccc3)n2)C1 (stereo not drawn) | i

Continued.
nr | Compound | Pf Dd2 growth
76 | c1ccc(C2CNC2)nc1 | -2.1%[76.6 µM]
77 | Cc1nc(CCN(C)c2nc(C3CCCC3)nc3c2cnn3C)no1 | -7.2%
78 | O=C(O)CCC(=O)N[C@H]1CCN2C(=O)c3cc(-c4ccc(Cl)cc4)ccc3NC(=O)[C@H]12 | -15.3%[44.1 µM]
79 | O=C(Nc1ccccc1)N1CCCC(c2nc(CCOCC3CCCC3)no2)C1 (stereo not drawn) | i
80 | CN(C)Cc1cn([C@H]2CO[C@H]3[C@@H]2OC[C@H]3OC(=O)Nc2cccc(C(F)(F)F)c2)nn1 | 3.9%[44.1 µM]
81 | CCSc1ncc(CN(CCOC)Cc2ccccc2F)cn1 | 9.4%
82 | COc1ccc(CN2CCC3(C2)C(=O)Nc2ccccc23)cc1 (stereo not drawn) | ?
83 | O=C(c1ccccn1)N1CCCC2(C1)Nc1cccnc1NC2=NC1CCCC1 (stereo not drawn) | 12.8%[5.79 µM]
84 | O=C(Nc1ccc2nc(SCC(=O)N3CCOCC3)sc2c1)c1ccccc1Cl | ?
85 | CCN1CCN(c2ncc3c(n2)CC(c2ccccc2O)CC3=O)CC1 (stereo not drawn) | 8.91µM*
86 | COc1cc(C(=O)N2CCC(Cc3nc(C(C)C)no3)CC2)cc(OC)c1OC | 8.3%
87 | COc1ccccc1N1CCN(C(=O)[C@H]2CN3CCC2C[C@@H]3Cn2cc(C(C)(C)C)nn2)CC1 (stereo partly drawn) | i
88 | COc1ccc(CNC(=O)CN2CCSc3ccccc32)c(OC)c1 | i
89 | CCOc1ccc(CCNC(=O)c2ccc(Cn3c(=O)c4cccn4c4cccnc43)cc2)cc1 | -1.6%
90 | COc1ccc(NC(=O)C2CCN(C(=O)c3ncn4c3COC(c3ccccc3)C4)CC2)cc1Cl (stereo not drawn) | -0.5%
91 | COc1ccccc1NC(=O)CN(C)S(=O)(=O)c1ccc2c(c1)c(=O)n(C)c(=O)n2C | 6.7%
92 | O=C1Nc2ccccc2C12CCN(Cc1ccsc1)CC2 | 13.2%[44.1 µM]
93 | Cc1ccc(OCC(=O)N(Cc2ccc(N(C)C)cc2)CC2CCCO2)cc1C (stereo not drawn) | 5.9%
94 | COC1(c2ccccc2)CCN(C(=O)C2CCCN(C(=O)N(C)C)C2)CC1 (stereo not drawn) | -20.4%
95 | CC(C)N1CCN(Cc2cnc(N3CCOCC3)s2)CC1CCO (stereo not drawn) | 1.4%
96 | CCOc1cc(-c2noc(-c3nnn4c3COC(c3ccc(C)cc3C)C4)n2)ccc1OC (stereo not drawn) | i
97 | O=C1CCN(Cc2ccc3c(c2)CCO3)CCCC(c2nc(-c3cccnc3)no2)CCN1 (stereo not drawn) | ?
98 | COc1ccc(NC(=O)C2=C(C)Nc3ncnn3C2c2ccccn2)cc1 (stereo not drawn) | 12.1%
99 | CC(=O)Nc1ccc(CNC2(Cc3cc(CN(C)Cc4ccccc4)on3)COC2)cc1 | 0.5%[44.1 µM]
100 | C#C[C@H]1CN2CC[C@H]1C[C@@H]2CNC(=O)c1ccc2ccccc2c1 | ?

(cont.)
nr | Compound | Pf Dd2 growth
101 | COc1ccc(OC)c(CN2CCCn3nc(C)c(-c4cnccc4C)c32)c1 | i
102 | O=C(NCCOc1ccccc1)[C@@H]1C[C@H](c2ccc(F)cc2)N([S+](=O)([O-])C2CC2)C1 | -24.5%[44.1 µM]
103 | CC(C)(C)c1ccc(CCCc2nc(C3CCOC3)no2)cc1 (stereo not drawn) | ?
104 | CCCCc1ccc(Nc2ncnc3c2cnn3-c2ccc(C)cc2)cc1 | 3.4%
105 | COc1ccc(CNC(=O)Cn2c(=O)c3cccn3c3ccccc32)cc1 | 18.4%
106 | Cc1cnc(CC2CCN(C(=O)C3CCC3)C2)n1C(C)C (stereo not drawn) | ?
107 | O=C(CSc1cn(CC(=O)N2CCOCC2)c2ccccc12)Nc1ccccc1C(F)(F)F | 28.4%
108 | CC(C)c1noc(C2CCN(C(=O)Cn3ccc4ccccc4c3=O)CC2)n1 | 2.4%

From PubChem

A portion of the library; rates above refer to the full screens.
